TRb SRC2 PPI: TRbeta-SRC2 interaction inhibition; P10828; TRbeta-SRC2 peptide binding, fluorescence polarization; receptor liganded with 1 µM T3; Potency, µM (doses to about 106 µM), for inactives: at the highest dose activity change, negative = inhibition, actives largely listed as inhibitors; actives 0.065% (n = 280,000);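 also: plate controls were bound peptide for no effect and peptide without receptor for full effect; nearly all actives have a fitted effect of over 50% in size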
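Fluorescence polarization of 20 nM Texas Red SRC2 peptide (20-aa NR interaction domain) bound to 0.6 uM human TRb ligand-binding domain, with 1 uM T3, after 5 hr at ambient temperature; inhibition seen as decreased polarization.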
aGal spleen mod: inhibits or activates alpha-galactosidase in human spleen homogenate; AID 2107; P06280; actives 0.008% (n = 240,000); human spleen homogenate, 4MU-alpha-Gal fluorescence, 40 min; Potency, µM (titrated, usually from 80 µM), without a hit: at the highest dose activity change, negative = inhibition, usual class: inhibitors;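 also: 0% = enzyme with vehicle and -100% = no enzyme basal signal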
Target sequence (P06280 32-429 limits assumed): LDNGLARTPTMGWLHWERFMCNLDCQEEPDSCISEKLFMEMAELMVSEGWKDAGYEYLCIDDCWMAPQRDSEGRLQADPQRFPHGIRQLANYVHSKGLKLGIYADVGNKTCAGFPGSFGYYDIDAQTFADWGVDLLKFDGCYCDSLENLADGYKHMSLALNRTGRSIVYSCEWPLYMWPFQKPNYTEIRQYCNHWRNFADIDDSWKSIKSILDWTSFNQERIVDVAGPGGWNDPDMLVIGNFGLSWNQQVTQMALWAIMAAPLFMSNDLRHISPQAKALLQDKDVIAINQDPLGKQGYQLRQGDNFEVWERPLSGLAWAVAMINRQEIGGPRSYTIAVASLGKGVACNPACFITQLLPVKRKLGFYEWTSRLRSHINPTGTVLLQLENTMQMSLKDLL
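qHTS titration in buffer at pH 5.0. Alpha-galactosidase activity in spleen homogenate was measured via 4-methylumbelliferone release from 1 mM fluorogenic substrate after 40 min at 37C and a pH 10 stop. AC50 came from Hill fits of control-normalized data.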
Tau fibril FP: tau fibrillization inhibition (FP). Potency, µM (titrated, usually from 57.7 µM), without a hit: at the highest dose activity, negative = inhibition, actives largely listed as inhibitors. K18 P301L tau heparin fibrillization, Alexa594 FP, 6 h. actives 0.39% (n = 280,000); also: nearly all actives have a fitted effect of over 55% in size
Target sequence (P10636 561-689 P618L limits assumed): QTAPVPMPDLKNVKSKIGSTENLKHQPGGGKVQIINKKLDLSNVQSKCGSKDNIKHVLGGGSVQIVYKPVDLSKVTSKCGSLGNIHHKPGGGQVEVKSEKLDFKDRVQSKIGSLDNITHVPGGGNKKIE
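Compound effects on tau fibrillization are measured by Alexa 594 fluorescence polarization (ex 555, em 632 nm). K18 P301L tau is used at 15 uM with 0.24 uM labeled tracer, and 20 uM heparin induces aggregation over 6 hr at 37 C.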
TR SRC2 fluor cs: Texas Red fluorescence interference in TRb-SRC2 counter-screen; AID 1479; actives 0.29% (n = 280,000); Potency, µM (top dose mostly 106 µM), for the others: top-dose fluorescence change, negative = quenching; TRb/SRC2 Texas Red total fluorescence interference; active = well fitted curve in either direction with a large enough effect; inconclusive = small, poorly fitted or top-dose-only effect
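Human TRb ligand-binding domain at 0.6 uM with 20 nM Texas Red SRC2 peptide in Tris buffer containing 1 uM T3 and 5% DMSO, incubated with compound 5 h at ambient temperature. Total fluorescence (555/632 nm) calculated as parallel + 2 × perpendicular.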
Tau fibril ThT: inhibitors of human tau fibril formation, thioflavin T binding. recombinant tau K18 P301L, heparin-induced fibrillization, ThT fluorescence. AID 1460. actives 2.1% (n = 270,000). Potency, µM (doses to about 57.4 µM), for the others: top-dose activity, negative = inhibition, usual class: inhibitors. P10636; also: nearly all actives have a fitted effect of over 55% in size
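Heparin-induced (20 uM) aggregation of recombinant human K18 P301L tau, 15 uM unlabeled with 0.24 uM labeled, pH 7 acetate buffer, 6 hr at 37 C with compound. Fibrils quantified by 30 uM ThT fluorescence after 1 hr ambient incubation.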
L3MBTL1 inh: L3MBTL1 (human) inhibition; Potency, µM (series often up to 57.1 µM), without a hit: top-dose activity, negative = inhibition, most hits filed as inhibitors; AlphaScreen L3MBTL1–H3K9me1 peptide binding; actives 0.66% (n = 230,000); Q9Y468; also: nearly all actives have a fitted effect of over 60% in size
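First, the protein-peptide complex forms for 30 min at room temperature (L3MBTL1 50 nM, biotinylated H3K9me1 peptide 75 nM). Next, compounds are pin-transferred and incubated 30 min. Finally, AlphaScreen beads are added and read after 30 min.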
ALDH1A1 block: ALDH1A1 (human) enzyme inhibition. AID 1030. actives 7.3% (n = 220,000). Potency, µM (top dose mostly 75.3 µM), inactives show at the highest dose activity, negative = inhibition, most hits filed as inhibitors. Purified ALDH1A1, NADH fluorescence, propionaldehyde substrate. P00352; active = well fitted inhibition curve with a large enough effect, not every such curve was filed as active; inconclusive = small, poorly fitted or top-dose-only effect, or another doubt; inactive = no such curve, though single readings can be large or run the other way;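 also: plate controls were no enzyme wells and a reference inhibitor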
Target sequence (P00352 whole entry, looked up): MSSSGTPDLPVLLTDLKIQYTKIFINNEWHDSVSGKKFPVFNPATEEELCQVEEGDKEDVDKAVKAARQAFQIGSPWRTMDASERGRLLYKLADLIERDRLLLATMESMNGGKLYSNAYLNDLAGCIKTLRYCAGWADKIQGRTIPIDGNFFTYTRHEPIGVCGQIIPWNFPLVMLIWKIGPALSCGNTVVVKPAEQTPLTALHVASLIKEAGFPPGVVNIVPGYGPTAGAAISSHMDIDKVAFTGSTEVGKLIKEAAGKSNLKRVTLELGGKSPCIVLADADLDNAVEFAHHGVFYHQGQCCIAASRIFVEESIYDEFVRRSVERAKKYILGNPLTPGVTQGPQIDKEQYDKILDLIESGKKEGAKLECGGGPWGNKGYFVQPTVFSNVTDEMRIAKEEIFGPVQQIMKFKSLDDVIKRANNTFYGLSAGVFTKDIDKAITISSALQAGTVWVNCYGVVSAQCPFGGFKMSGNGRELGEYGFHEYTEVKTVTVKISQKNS
Tau fluor cs: counter-screen for tau fibril formation inhibitors | tau K18 P301L (four-repeat tau fragment) Alexa594 fluorescence, heparin fibrillization | Potency, µM (highest dose often 57.7 µM), for the others: at the highest dose activity change, negative = decrease | actives 0.93% (n = 280,000) | AID 1463; also: nearly all actives have a fitted effect of over 55% in size
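Human K18 P301L tau (15 uM unlabeled plus 0.24 uM Alexa 594-labeled, final) in 100 mM sodium acetate pH 7 was mixed with compound and 20 uM heparin and incubated 6 hr at 37 C.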
Starred values were filed as active, the others as inactive; ? = inconclusive; . = not tested or not shown; & = joins results of further samples; [ ] = remark or other dose. Unless noted, calls follow the shape of the dose curve; as a rule, active = well fitted curve in the direction sought with a large enough effect; inconclusive = small, poorly fitted or top-dose-only effect, or another doubt; inactive = no such curve, though single readings can be large; an effect the other way counts as inactive or inconclusive. Unless noted, % is scaled to controls: 0 for no effect and ±100 for the full control effect; potency is read from the fitted curve at half-maximal effect.

SMILES	TRb SRC2 PPI	aGal spleen mod	Tau fibril FP	TR SRC2 fluor cs	Tau fibril ThT	L3MBTL1 inh	ALDH1A1 block	Tau fluor cs
O=C(NC12CC3CC(CC(C3)C1)C2)N1CC2Cc3cccc(=O)n3C(C2)C1 (stereo unspecified)	1%	1%	0%	-1%	-2%	0%	9%	3%
C=CCn1c(C)cc(C(=O)COC(=O)COc2ccccc2C#N)c1C	-6%	3%	-2%	-2%	-4%	-4%	15%	-8%
O/N=C/c1cc(Br)cc(Br)c1OCc1ccccc1	6%	-3%	?	-2%	?	-2%	11%	?
CCCCn1cc(S(=O)(=O)c2ccc(Cl)cc2)c(=O)c2cc(F)c(N3CCCCC3)cc21	0%	.	-13%	6%	-12%	.	.	-4%
CC(c1ccccc1)n1cnc2ccccc21 (stereo unspecified)	2%	-8%	-7%	-1%	-5%	.	-18%	-6%
CC(C)C(NC=C1C(=O)OC(C)(C)OC1=O)C(=O)O (stereo unspecified)	-16%	7%	-7%	3%	-6%	.	8.9µM*	-13%
COc1ccc(N(CC(=O)N2CCC(Cc3ccccc3)CC2)S(C)(=O)=O)cc1	-6%	2%	10%	-6%	0%	-3%	-17%	2%
CC1(c2ccc(Cl)cc2)CC(C)(C)N(C(=O)c2ccccc2)c2ccccc21 (stereo unspecified)	2%	.	1%	2%	-15%	.	.	-10%
O=C(Cn1cc(S(=O)(=O)N2CCN(c3ccccc3F)CC2)c2ccccc2c1=O)NCCCN1CCCCCC1	6%	1%	4%	-1%	?	.	-1%	-18%
N#Cc1cc(-c2ccccc2)c[nH]c1=O	-6%	21%	0%	-6%	4%	9%	?	-10%
COC(=O)/C(=C\Nc1ccccc1N)c1ncc(C(F)(F)F)cc1Cl	-16%	-5%	1%	-2%	-15%	.	19%	-14%
N#C/C(=C/c1ccc(O)c([N+](=O)[O-])c1)C(=O)Nc1ccccc1	-1%	-3%	8%	-6%	8.9µM*	.	?	?
CN(C)CCCN(C(=O)c1cc2ccccc2oc1=O)c1nc2ccc(F)cc2s1	1%	1%	8%	-9%	-9%	-3%	2%	-7%
CSC1=NSC2=NC(=O)/C(=C\c3cccs3)C(=N)N12	6%	-3%	12%	-7%	14µM*	-2%	?	-7%
CCc1noc(C)c1C(=O)N1CCCC(CCC(=O)NCc2cccc(OC)c2)C1 (stereo unspecified)	4%	1%	-7%	1%	-15%	13%	5%	-13%
CN1C(C(=O)c2ccccc2)=C(N)c2ccccc2S1(=O)=O	0%[53 µM]	-1%	2%	0%[53 µM]	-2%	-24%	-7%	-5%
O=C(N/N=C/c1ccc(Br)s1)c1ccc([N+](=O)[O-])cc1	0%	3%	1%	-3%	?	-40%	-8%	?
COc1ccc(C2=Nn3c(nnc3-c3ccncc3)SC2)cc1	-3%	5%	2%	-11%	-3%	.	7%	-7%
CN1CCN(C(=O)CCCOc2ccc(Cl)cc2Cl)CC1	11%	-2%	0%	2%	-5%	-8%	?	-8%
CCN1C(=O)C(CC(=O)Nc2cc(C)ccc2C)SC1=Nc1ccc(S(N)(=O)=O)cc1 (stereo unspecified)	-14%	6%	-1%	3%	-1%	.	-3%	-3%
CC1Cc2cc(S(=O)(=O)CCC(=O)NCc3ccc(Cl)cc3)ccc2N1C(=O)C1CC1 (stereo unspecified)	0%	.	6%	-1%	7%	.	.	-10%
OC(c1cccnc1)c1cccs1 (stereo unspecified)	4%	0%	-5%	-2%	-5%	7%	-2%	-6%
COc1ccc(CC(=O)Nc2c3c(nn2-c2cccc(Cl)c2)CS(=O)C3)cc1 (stereo unspecified)	-12%	-11%	-3%	-2%	10%	8%	?	-3%
CCOC(=O)COn1c(=O)c(-c2cccs2)[n+]([O-])c2ccccc21	-5%	-17%	-3%	-7%	-13%	-1%	?	-15%
O=S1(=O)C=C(Sc2nc3ccccc3s2)c2ccccc21	-15%	0%	?	0%	10µM*	.	14µM*	-14%
CCOC(=O)C(C(=O)OCC)C(C#N)c1ccccc1 (stereo unspecified)	-5%	-12%	-4%	1%	-1%	8%	-9%	1%
CCC(=O)N/N=c1/sc2ccccc2n1C	-2%	-7%	6%	0%	5%	.	12%	-4%
CCc1c(C)sc(NC(=O)c2cc(C(C)C)on2)c1C#N	-1%	-2%	-2%	-5%	-17%	.	18µM*	-20%
CCOc1ncccc1C(=O)Nc1cccc(C(=O)Nc2cccc(S(=O)(=O)CCO)c2)c1	-3%	8%	-10%	-1%	-13%	4%	?	-19%
NS(=O)(=O)c1ccc(NC(=S)NC(=O)c2cccnc2)cc1	8%	3%	6%	-1%	4%	35%[activator]	4%	8%
O=C(O)[C@H]1CCCC[C@H]1C(=O)NCCc1ccccc1	-13%	8%	2%	-2%	-10%	.	4%	-4%
Cc1oc(-c2cccs2)nc1CN1CCC(c2ccccc2)CC1	-1%	-1%	-4%	-2%	-17%	-17%	-9%	-3%
c1ccc(CCc2nn3c(Cn4cnc5ccccc54)nnc3s2)cc1	-9%	-17%	-7%	-2%	-27%	-2%	3.5µM*	-9%
CC/C(C)=N/NS(=O)(=O)c1ccc(C)c([N+](=O)[O-])c1	-2%	8%	2%	-1%	-5%	.	.	-5%
CCN(c1ccccc1)S(=O)(=O)c1ccc(NC(=O)c2cc(=O)c3cc(C)ccc3o2)cc1	-4%	.	?	4%	1%	.	.	?
O=C(CNc1cccc2ccccc12)N/N=C/c1ccccn1	1%	3%	-1%	-3%	?	-14%	.	?
CC(=O)c1cccc(NC(=O)Nc2cnn(Cc3ccc(F)cc3)c2)c1	-4%	-3%	2%	-4%	7%	16%	?	?
Cc1ccc(/C=C(\C#N)C(=O)Nc2cccc(Br)c2)o1	-1%	.	-6%	3%	-9%	.	.	-2%
CN(C)/C=C(\C(=O)c1ccccc1)c1nnnn1-c1ccc(F)cc1	8%	14%	-2%	3%	.	.	.	-4%
N#C/C(=C\Nc1ccccc1O)c1nc2ccccc2o1	0%	-19%	?	3%	?	-5%	?	18µM*[quencher]

Continued; the last three above are carried over.
SMILES	TRb SRC2 PPI	aGal spleen mod	Tau fibril FP	TR SRC2 fluor cs	Tau fibril ThT	L3MBTL1 inh	ALDH1A1 block	Tau fluor cs
Cc1ccc(/C=C(\C#N)C(=O)Nc2cccc(Br)c2)o1	-1%	.	-6%	3%	-9%	.	.	-2%
CN(C)/C=C(\C(=O)c1ccccc1)c1nnnn1-c1ccc(F)cc1	8%	14%	-2%	3%	.	.	.	-4%
N#C/C(=C\Nc1ccccc1O)c1nc2ccccc2o1	0%	-19%	?	3%	?	-5%	?	18µM*[quencher]
Cc1ccccc1CC(=O)c1ccc(O)c(C)c1O	1%	-5%	?	-2%	-16%	9%	7%	?
Cc1noc2ncnc(Oc3ccccc3)c12	-5%	5%	7%	-1%	-15%	9%	4%	9%
NC(=O)c1oc2ccccc2c1NC(=O)C1CCCCC1	4%	14%	-1%	-7%	-1%	5%	?	-2%
CCCC(=O)CN1C(=O)C2(OCCO2)c2ccccc21	0%	-8%	0%	0%	4%	-2%[11.4 µM]	0%	4%
COc1ccc(OC)c(C(=O)CSc2nc3cccnc3n2C)c1	-18%	11%	2%	1%	-3%	5%	22µM*	0%
Cc1cc(C)nc(NC(=O)c2ccc(Cl)cc2[N+](=O)[O-])c1	-6%	3%	-8%	4%	0%	-9%	4%	-5%
CNc1c([N+](=O)[O-])cnn1-c1ccccc1Cl	0%	8%	1%	0%	4%	3%	2%	2%
CC1CC(C)(C)NC(=S)N1CCC(=O)NCc1ccc(F)cc1 (stereo unspecified)	1%	2%	-8%	-2%	-1%	19%	-2%	2%
CCOC(=O)c1c(C)c(C(=O)NCCOC)c(C)n1CC	4%	1%	-8%	-1%	3%	-1%	0%	4%
CCOC(=O)c1cnc2ccccc2c1Nc1ccc(C(=O)O)cc1	-6%	3%	8%	-2%	-2%	6%	3%	-5%
COc1ccc(C(CC(=O)O)NC(=O)Nc2ccccc2)cc1OC (stereo unspecified)	-5%	-15%	-1%	0%	-7%	.	4%	-7%
CCOc1ccc(N2CC(NC(=O)c3ccc(S(=O)(=O)N4CCCC4)cc3)CC2=O)cc1 (stereo unspecified)	2%	.	-10%	-1%	-2%	.	.	-4%
N#C/C(=C\c1ccc([N+](=O)[O-])cc1)C(=O)Nc1ccccc1O	-1%	9%	?	-3%	?	-6%	18µM*	-28%
CCNc1nc(OC)nc(SCC(N)=O)n1	-5%	4%	0%	2%	2%	.	4%	2%
CCN1CNC(=S)N(c2cccc(C)c2C)C1	3%	-20%	-1%	-6%	-1%	10%	-1%	2%
CCC(C(=O)N1CCN(c2ccccc2F)CC1)n1nc(C)c2sc3ccccc3c2c1=O (stereo unspecified)	1%	.	-10%	-1%	-8%	.	.	-7%
O=C(c1ccc2c(c1)N(Cc1ccc(Cl)cc1)C(=O)c1ccccc1S2(=O)=O)N1CCCCC1	-9%	.	6%	1%	8%	.	.	-7%
CS(=O)(=O)N1CCN(c2ccccc2NC(=O)C(c2ccccc2)c2ccccc2)CC1	-6%	9%	3%	4%	-10%	.	6.3µM*	-18%
Cc1ccc(S(=O)(=O)NC(=O)NN2CC3CCCC3C2)cc1 (stereo unspecified)	-5%&2%	13%&18%	0%&-5%	5%&-2%	-5%&-3%	.	?	-5%&-6%
Cc1cccc(NC(=S)NNC(=O)c2csc3c2CCCC3)c1	3%	13%	7%	2%	?	-4%	?	-28%

Sorted by count of non-hydrogen atoms (largest number first): 4 of the compounds above
SMILES	TRb SRC2 PPI	aGal spleen mod	Tau fibril FP	TR SRC2 fluor cs	Tau fibril ThT	L3MBTL1 inh	ALDH1A1 block	Tau fluor cs
O=C(c1ccc2c(c1)N(Cc1ccc(Cl)cc1)C(=O)c1ccccc1S2(=O)=O)N1CCCCC1	-9%	.	6%	1%	8%	.	.	-7%
CCOC(=O)c1cnc2ccccc2c1Nc1ccc(C(=O)O)cc1	-6%	3%	8%	-2%	-2%	6%	3%	-5%
Cc1ccc(S(=O)(=O)NC(=O)NN2CC3CCCC3C2)cc1 (stereo unspecified)	-5%&2%	13%&18%	0%&-5%	5%&-2%	-5%&-3%	.	?	-5%&-6%
NC(=O)c1oc2ccccc2c1NC(=O)C1CCCCC1	4%	14%	-1%	-7%	-1%	5%	?	-2%
